TSG101-PTAP inh: blocks PTAP/TSG101 interaction to inhibit HIV-1 budding; Potency, µM (series often up to 115 µM), for the others: top-dose activity change, negative = inhibition, actives largely listed as inhibitors; 340,000 tested, under 10 active; Q99816; AID 493005; Fluorescence polarization, FITC-PTAP peptide / Tsg101 binding; active = well fitted inhibition curve with a large enough effect in the main read-out, with a control signal flat, not every such curve was filed as active; inconclusive = small, poorly fitted or top-dose-only effect, or effect the other way, or a change in a side signal; inactive = no such curve, though single readings can be large or run the other way; note: potency is the fitted concentration of half-maximal effect; % of control where 0% means no effect
Target sequence (Q99816 whole entry, looked up): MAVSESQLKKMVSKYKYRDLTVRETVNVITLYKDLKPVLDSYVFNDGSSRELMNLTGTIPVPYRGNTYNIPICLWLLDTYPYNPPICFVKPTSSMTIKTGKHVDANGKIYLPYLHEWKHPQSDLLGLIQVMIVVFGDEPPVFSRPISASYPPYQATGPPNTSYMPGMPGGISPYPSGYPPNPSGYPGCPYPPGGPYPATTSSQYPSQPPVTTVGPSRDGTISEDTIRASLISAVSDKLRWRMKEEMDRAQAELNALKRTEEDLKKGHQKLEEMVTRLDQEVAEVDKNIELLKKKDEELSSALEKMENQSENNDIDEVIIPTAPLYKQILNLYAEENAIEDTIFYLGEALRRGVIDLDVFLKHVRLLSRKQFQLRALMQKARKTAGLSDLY
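FP read-out: FITC-PTAP peptide, 50 nM final, binding Tsg101 binding domain, 10 uM final; 20 min, r.t.; 10 mM HEPES pH 7.5, 0.15 M NaCl, 0.01% Tween 20, 3 mM EDTA, 0.1 mM TCEP.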
Mito fusion act: mitochondrial division inhibition or fusion activation; S. cerevisiae fusion-defective mutant growth rescue, CellTiterGlo 48 h; 0.23% of 320,000 active; Potency, µM (doses to about 46.1 µM), for inactives: at the highest dose growth rescue (activation), usual class: activators; AID 485298;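 note: potency is the fitted concentration of half-maximal effect; % of control where 0% means no effect; nearly all actives have a fitted effect of over 45% in size; temperature-sensitive fusion mutants such as fzo1-1 at 37 °C on non-fermentable ethanol glycerol medium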
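Luminescent cell viability in 1536-well qHTS format served as the measure of rescued growth in ts fusion-mutant S. cerevisiae cultured on non-fermentable YPEG for 48 hours at 37C.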
A-T KAP1 phos: potential ataxia-telangiectasia treatments restoring KAP-1 phosphorylation. […] A-T fibroblasts, KAP-1 phosphorylation AlphaLISA; neocarzinostatin DNA damage 30 min before lysis. Potency, µM (doses to about 57.5 µM), inactives show at the top dose activation, actives largely listed as activators. 0.19% of 320,000 active. AID 485349; note: potency is the fitted concentration of half-maximal effect; % of control where 0% means no effect; nearly all actives have a fitted effect of over 45% in size
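hTERT-immortalized A-T patient fibroblasts ([…]), 500 cells/well in OPTI-MEM, 1% FBS, got compounds for 60 min, then NCS for 30 min at 37C. Lysates were then assayed for phospho-KAP-1 by AlphaLISA (anti-pKAP1 donor, anti-KAP1 acceptor beads), 6 hr at 25C.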
Tb PFK block: blocks T. brucei phosphofructokinase. O15648. T. brucei PFK, ADP-Glo luminescence. Potency, µM (doses to about 57.5 µM), for the others: top-dose activity, negative = inhibition, most hits filed as inhibitors. 0.17% of 330,000 active. AID 485367;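 note: potency is the fitted concentration of half-maximal effect; 0% = uninhibited 1x PFK enzyme wells and -100% = no-enzyme wells; nearly all actives have a fitted effect of over 60% in size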
Target sequence (O15648 whole entry, looked up): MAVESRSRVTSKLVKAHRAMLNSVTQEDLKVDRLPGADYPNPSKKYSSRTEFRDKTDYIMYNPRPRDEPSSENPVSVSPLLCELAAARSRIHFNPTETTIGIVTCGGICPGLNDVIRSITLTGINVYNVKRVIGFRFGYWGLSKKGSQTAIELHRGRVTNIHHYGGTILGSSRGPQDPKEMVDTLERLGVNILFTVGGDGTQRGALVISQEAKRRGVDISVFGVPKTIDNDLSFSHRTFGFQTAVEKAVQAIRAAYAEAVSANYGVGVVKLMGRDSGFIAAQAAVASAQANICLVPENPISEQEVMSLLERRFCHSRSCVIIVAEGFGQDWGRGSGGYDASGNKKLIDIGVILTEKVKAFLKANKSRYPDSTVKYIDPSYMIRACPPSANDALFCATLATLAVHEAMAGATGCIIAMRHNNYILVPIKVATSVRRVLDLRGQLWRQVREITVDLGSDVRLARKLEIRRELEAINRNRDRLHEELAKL
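Luminescent ADP detection (ADP-Glo, two-step: ATP depletion then ADP-to-ATP conversion for luciferase) reported PFK activity after 45 min room-temperature reaction of 1.25 nM enzyme with 0.5 mM F6P and 0.1 mM ATP at pH 8.0.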
TSHR antagonist: antagonists of human thyroid stimulating hormone receptor; AID 504810; 0.2% of 330,000 active; activity change, negative = inhibition, % at 11.5 µM; P16473; TSHR-expressing cells, TSH-stimulated cAMP HTRF, 2 h; stronger effect = lower value;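 active = activity change below a set negative limit, meaning inhibition stronger than a set level, cut at about -70% in these data; inconclusive = activity change between two set negative limits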; note: % is set by controls: 0 for no effect and ±100 for the full control effect
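Read-out is FRET at 665 nm (cryptate excitation 337 nm) from a cryptate-tagged anti-cAMP antibody, competed by cell cAMP against cAMP-d2. Compounds are tested on freshly harvested TSHR cells challenged with 4nM TSH (EC80) for 2 hours at 37 deg C.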
ASM inhibitor: human S-ASM enzyme inhibition | P17405 | placental ASM, HMU-PC fluorogenic substrate, 60 min | Potency, µM (highest dose often 57.5 µM), for the others: at the highest dose activity change, negative = inhibition, actives largely listed as inhibitors | 0.006% of 340,000 active; note: potency is the fitted concentration of half-maximal effect
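Fluorogenic HMU-PC substrate (9 uM final) is turned over by placental ASM in 60 min at 37 C after a 10 min compound preincubation. Reaction ended by alkaline stop (pH 10), with fluorescence read at 386/447 nm.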
Chronic BCR inh: chronic active BCR signaling inhibition | Potency, µM (top dose mostly 46.1 µM), for the others: at the highest dose ratio change, negative = lower green/red ratio, usual class: inhibitors | 0.05% of 340,000 active | ABC-DLBCL IkBa-CBG/CBR reporter, luminescence ratio, 4 h; active = well fitted inhibition curve with a large enough effect in the signal ratio, with a control signal flat, not every such curve was filed as active; inconclusive = small, poorly fitted or top-dose-only effect, or effect the other way, or a change in a side signal; the % refers to the signal ratio;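 note: potency is the fitted concentration of half-maximal effect; plate controls were basal doxycycline-induced cells for no effect and cells given 10 µM MG132 for full effect; MG132 reads +100%, hits lower the ratio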
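Cell line TMD8 (human ABC DLBCL), stably expressing tet-inducible CBG68-IkBa fusion and CBR; IMDM/0.5% FBS; cpd up to 46 uM; dox induction, 4 h, 37C/5% CO2; dual luminescence; green/red ratio; MG132 control.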
Integrin act MD: integrin-mediated muscular dystrophy alleviation activation | 0.064% of 350,000 active | AID 624291 | alpha7betagal myoblasts, beta-gal FDG fluorescence, 48 h | Potency, µM (titrated, usually from 38.3 µM), for inactives: at the top dose activation, actives largely listed as activators;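 note: potency is the fitted concentration of half-maximal effect; 100% = response of the positive control SU9516; nearly all actives have a fitted effect of over 60% in size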
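Alpha7betagal+/- myoblasts (passage 13) were plated 16-24 hr, then exposed to compounds (1:260 dilution of DMSO stock) for 48 hours at 37C. After MPER lysis, β-galactosidase reporter activity was read as FDG fluorescence (ex 480/em 540) after 30 minutes.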
Eya2 inh: blocks the phosphatase activity of human Eya2 | recombinant Eya2, OMFP fluorescence dephosphorylation (OMFP is methylfluorescein phosphate) | Potency, µM (titrated, usually from 76.9 µM), for the others: at the highest dose activity, negative = inhibition, hits mostly inhibitors | 0.006% of 330,000 active | AID 488837; note: potency is the fitted concentration of half-maximal effect; % is set by controls: 0 for no effect and ±100 for the full control effect
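Eya2 (0.2 uM) preincubated 10 min at ambient with compound, then OMFP substrate added at 50 uM; 10 min reaction in 50 mM HEPES pH 7.5, 50 mM NaCl, 5 uM MgCl2, 0.05% BSA, 1 mM DTT. Fluorescence read at Ex 485/Em 525 nm.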
ELG1 repair inh: ELG1-dependent DNA repair inhibition; 2.3% of 330,000 active; Potency, µM (top dose mostly 46.1 µM), without a hit: at the top dose activity change, negative = inhibition, usual class: inhibitors; HEK293T ELG1-luciferase reporter, luminescence, 16 h; DNA damage induced by 5-fluorouridine; AID 504467; note: potency is the fitted concentration of half-maximal effect; % is set by controls: 0 for no effect and ±100 for the full control effect; nearly all actives have a fitted effect of over 55% in size
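Quantitative HTS, concentration-response format. 2,000 cells/well co-treated with 5-fluorouridine and compound, 16 hr in 5% CO2 at 37 °C; ONE-Glo luminescence read after 30 min.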
TCR activator: activators of T cell receptors; 330,000 tested, under 10 active; Potency, µM (series often up to 9.22 µM), for inactives: at the top dose activation of IL-2 secretion, usual class: activators; primary human leukocytes, anti-CD3, IL-2 HTRF, 48 h; AID 504894; note: % of control where 0% means no effect
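Using a-CD3 beads without co-stimulation, primary human leukocytes were exposed to compounds for 48 hr. An HTRF IL-2 kit measured the cytokine, with europium-to-d2 energy transfer producing emission at 665nm upon 320nm excitation.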
* hit, by the source's call; ? = inconclusive; / = no result given; [ ] = dose if it differs, or a comment. Unless noted, calls come from the whole dose curve; as a rule, active = well fitted curve in the direction sought with a large enough effect; inconclusive = small, poorly fitted or top-dose-only effect, or another doubt; inactive = no such curve, though single readings can be large; an effect the other way counts as inactive or inconclusive. Compounds were not picked by outcome. About 3.2% of those tested had a hit in this group.

Every second line gives: Chronic BCR inh	TSHR antagonist	Tb PFK block	Integrin act MD	TCR activator	A-T KAP1 phos	ASM inhibitor	ELG1 repair inh	Eya2 inh	Mito fusion act	TSG101-PTAP inh
COc1ccc(NC(C)=O)cc1S(=O)(=O)Nc1ccc2c(c1)OCCO2
    -12.7%	21.6	-1.3%	-6.6%	0.6%	-1.2%	0.9%	?	0.9%	6.8%	-5.1%
COc1ccc(N=C2SCC(=O)N2CCc2ccc(OC)c(OC)c2)cc1
    0.2%	-15.3	0.2%	0.0%	7.0%	-5.3%	1.9%	?	-7.9%	-3.0%	-5.3%
Cn1c(=O)oc2cc(S(=O)(=O)N3CCCC(C(=O)N4CCn5c4nc4ccccc45)C3)ccc21 (stereo not drawn)
    -0.8%	10.5	7.3%	/	3.0%[46.1 µM]	8.7%	/	?	-7.2%	-6.1%	/
O=C1NNC(c2ccccc2)=N/C1=C\c1ccccc1
    -0.3%	-1.3	-1.1%	19.3%	2.5%	-11.3%	-0.2%	?	-0.6%	-5.6%	-3.2%
Cc1nn(C)c(C(=O)Nc2ccc(S(=O)(=O)NC34CC5CC(CC(C5)C3)C4)cc2)c1Br
    ?	3.1	-0.8%	-56.6%[inhibitor]	1.3%[46.1 µM]	-0.4%	-18.2%	?	4.5%	-1.1%	-4.4%
Cc1cc(C)n2cc(CSc3ccccn3)nc2n1
    -2.8%	5.7	-0.3%	-16.1%	/	-1.7%	2.7%	0.1%	13.8%	6.8%	-2.6%
Cc1ccc(Nc2nc(C(=O)N3CCC(C(=O)N4CCN(C)CC4)CC3)cs2)cc1
    ?	-8.8	-7.3%	4.5%	0.7%	4.8%	5.5%	11.9%	-3.0%	0.0%	0.4%
Cc1cnc(C(=O)OCC(=O)C23CC4CC(CC(C4)C2)C3)cn1
    6.8%	9.5	0.7%	0.0%	-2.8%	1.0%	3.4%	15.7%	5.1%	-1.2%	-8.5%
CCCCCCC1CC(CCc2nc(=S)[nH][nH]2)C(=O)O1 (stereo not drawn)
    -3.6%	4.4	0.4%	8.5%	-3.3%[46.1 µM]	0.4%	-6.2%	-0.9%	-2.7%	2.1%	-1.3%
COc1ccc(S(=O)(=O)Nc2ccc3c(c2)C(=O)N([C@H](C)CO)C[C@H](C)[C@@H](CN(C)C(=O)NC(C)C)O3)cc1
    -0.5%	12.5	7.1%	10.3%	5.0%	-3.9%	0.8%	16.7%	-5.3%	/	-6.4%
Cn1cnc2c(=O)[nH]cc([N+](=O)[O-])c21
    3.8%	-3.5	-2.8%	-18.3%	-1.3%	1.2%	-1.2%	-10.2%	?	-4.2%	1.6%
COc1ccc(OC)c(C(=O)CN2C(=O)NC(C)(c3ccccc3)C2=O)c1 (stereo not drawn)
    ?	-19.8	1.3%	-11.2%	5.1%	2.6%	11.2%	-0.8%	1.5%	-7.3%	-3.6%
NC(=O)COc1ccc(NS(=O)(=O)Cc2ccccc2)cc1
    1.6%	15.5	0.3%	7.3%	-23.5%	8.9%	-1.4%	7.0%	-9.9%	0.1%	-1.8%
Cc1csc2nc(NC(=O)c3ccccc3)sc(=O)c12
    9.6%	-2.6	1.2%	40.8%	1.5%	1.5%	-0.8%	?	-0.7%	2.1%	1.2%
Cc1ccc(S(=O)(=O)N2CCN(C(=O)COC(=O)CCOc3ccccc3)CC2)c(C)c1
    0.2%	3.1	-1.1%	0.8%	-6.3%	1.9%	-3.6%	-1.3%	-8.3%	8.3%	-9.8%
COc1ccc(CC(NC(C)=O)C(=O)NC2CCN(C(=O)NCc3ccccc3)CC2)cc1OC (stereo not drawn)
    -3.2%	5.4	1.8%	-0.8%	/	3.1%	-2.3%	-5.1%	-15.0%	-0.1%	/
Cn1cnnc1SCc1ccccc1Br
    ?	8.5	5.6%	-4.9%	-6.0%	/	5.2%	0.0%	-35.5%	-0.7%	0.0%
O=C(NCc1ccccc1F)C(=O)NCC1OCCCN1S(=O)(=O)c1cccs1 (stereo not drawn)
    -2.9%	37.4	-7.8%	-1.0%	0.6%	-3.1%	-0.6%	-4.3%	-8.0%	-2.8%	-4.7%
O=S(=O)(NC1CC1)c1cccc(S(=O)(=O)N2CCCC2)c1
    -1.4%	4.3	-1.7%	5.5%	-1.2%	-2.1%	3.1%	6.4%	21.5%	1.6%	0.5%
Cc1ccc(Sc2ncccc2C(=O)NCC(c2ccc(F)cc2)N2CCOCC2)cc1C (stereo not drawn)
    ?	0.9	-0.2%	0.0%	4.1%	-3.7%	/	-11.5%	-16.9%	-0.2%	-6.0%
C#CCOCCOCCOCCNc1nc(N2CCN(C(=O)[C@H](CCCN=C(N)N)n3cc(C(N)[C@@H](C)CC)nn3)CC2)nc(N2CCN(C(=O)[C@H](CCCCN)n3cc([C@@H](N)[C@H](C)CC)nn3)CC2)n1 (stereo partly drawn)
    ?	6.4	4.8%	33.4%	-2.3%	-2.9%	-3.3%	?	1.8%	/	-5.3%
CCCc1nc2oc3c(NCCOCCO)ncnc3c2c2c1COC(C)(C)C2
    6.2%	6.7	2.2%	-13.2%	4.1%	17.9%	-1.4%	0.0%	-0.9%	12.8%	-11.6%
Cc1cccc(N/C=C/C(=O)c2cccs2)c1C
    ?	10.1	-14.9%	-11.3%	-1.1%[46.1 µM]	-3.1%	-0.6%	?	2.5%	3.0%	-0.8%
CCOC(=O)c1[nH]c2ccc(OC)cc2c1NC(=O)/C=C/c1ccc2c(c1)OCO2
    2.2%	6.6	0.5%	0.0%	0.4%[46.1 µM]	/	-0.7%	2.6%	14.5%	-1.5%	2.8%
COc1ccc(C(CC(=O)c2ccccc2)S(=O)(=O)c2ccc(C)cc2)cc1 (stereo not drawn)
    ?	5.4	-2.6%	-32.0%	2.0%	2.8%	11.8%	?	-5.5%	0.2%	-4.0%
Cc1cc(C)nc(NN=C(c2ccccc2)c2ccccc2)n1
    -18.3%	-1.4	-0.1%	24.2%	-0.5%[46.1 µM]	8.5%	-0.3%	?	6.2%	?	2.5%
O=C(Nc1ccc(F)cc1)Nc1ccc(S(=O)(=O)N2CCCC2)cc1
    ?	3.8	?	-19.1%	-1.8%	16.0%	-5.3%	?	8.8%	-3.8%	-0.9%
CC1CCN(C(=O)CSc2nc3ccccc3c(=O)[nH]2)CC1
    -0.5%	0.9	-7.8%	0.6%	6.6%	-3.6%	1.2%	?	-0.3%	0.4%	-0.9%
O=C(COc1ccc(/C=N/NC(=O)c2cc3ccccc3o2)cc1Cl)Nc1ccccc1
    0.2%	-8.4	?	-53.0%[inhibitor]	1.1%	6.3%	63.1%[activator]	?	8.4%	1.9%	14.1%

Record cards, from the list above. Order of screens: Chronic BCR inh, TSHR antagonist, Tb PFK block, Integrin act MD, TCR activator, A-T KAP1 phos, ASM inhibitor, ELG1 repair inh, Eya2 inh, Mito fusion act, TSG101-PTAP inh
C#CCOCCOCCOCCNc1nc(N2CCN(C(=O)[C@H](CCCN=C(N)N)n3cc(C(N)[C@@H](C)CC)nn3)CC2)nc(N2CCN(C(=O)[C@H](CCCCN)n3cc([C@@H](N)[C@H](C)CC)nn3)CC2)n1 (stereo partly drawn) is listed with ?, 6.4, 4.8%, 33.4%, -2.3%, -2.9%, -3.3%, ?, 1.8%, /, -5.3%
Cc1cccc(N/C=C/C(=O)c2cccs2)c1C is listed with ?, 10.1, -14.9%, -11.3%, -1.1%[46.1 µM], -3.1%, -0.6%, ?, 2.5%, 3.0%, -0.8%
CCOC(=O)c1[nH]c2ccc(OC)cc2c1NC(=O)/C=C/c1ccc2c(c1)OCO2 is listed with 2.2%, 6.6, 0.5%, 0.0%, 0.4%[46.1 µM], /, -0.7%, 2.6%, 14.5%, -1.5%, 2.8%

High-throughput results deposited in PubChem by National Center for Advancing Translational Sciences (NCATS).
